# Ba/F3 V617F tox = reduced viability of JAK2V617F-dependent Ba/F3 cells, primary screen, JAK2V617F inhibitor project, cell-based, Ba/F3 EpoR-JAK2V617F, luminescence. ATP luminescence. inhibition, % at 5.6 µM. hit rate 1.1% among 220,000. AID 1446, 2008;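 active means inhibition above the campaign mean plus 3 SD over all tested compounds, cut at about 24% in these data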;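 further: cytokine-independent growth of Ba/F3 cells driven by EpoR plus mutant JAK2; 0% = DMSO-treated cells and 100% = JAK inhibitor I control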
# eIF4E-4G inh = eIF4E–eIF4G protein interaction inhibitors, primary screen, biochemical, uHTS, TR-FRET, eIF4GI fragment; hit rate 0.37% among 220,000; TR-FRET eIF4E-eIF4GI(517-606) binding, 2 h; AID 782, 2007; inhibition, % at 21.7 µM; Eukaryotic translation initiation factor 4E (Mus musculus) + Eukaryotic translation …;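 active means inhibition above about 30%, limit read from the data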;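 further: 0% = full FRET control wells and 100% = background wells lacking eIF4GI fragment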
# PERK inh = block of dimerizer-induced PERK translation repression, primary screen, PERK inhibitor project, CHO PERK-DD cells, SEAP luminescence, HTS. hit rate 0.17% among 220,000. inhibition, % at 5.6 µM. CHO PERK-DD fusion, SEAP luminescence translation reporter;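 active means inhibition above the mean inhibition of all tested compounds plus 3 SD, set separately per screening campaign, cut at about 2.9% in these data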;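 further: PERK kinase domain activated by AP20187 dimerizer at 100 nM; 0% = DMSO with dimerizer and 100% = rapamycin at 8.4 µM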
# BaF3 parental = parental Ba/F3 cell viability inhibition, counter-screen for JAK2V617F inhibitor project, murine pro-B, CellTiter-Glo luminescence. CellTiter-Glo ATP luminescence. AID 1486, 2009. hit rate 1.1% among 220,000. inhibition, % at 5.6 µM;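 active means inhibition above a per-campaign cutoff, the mean inhibition of all tested compounds plus 3 SD, cut at about 27% in these data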;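 further: 0% = DMSO wells and 100% = JAK Inhibitor I control wells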
# S1P4 agonist = S1P4 receptor agonists, primary screen, cell-based; Sphingosine 1-phosphate receptor 4 (Homo sapiens), O95977; S1P4-expressing cell line, agonist reporter assay; activation, % at 4.98 µM; hit rate 0.35% among 220,000; in the data active means activation above about 11%;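 further: 0% = DMSO vehicle and 100% = reference agonist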
# Target sequence (O95977 whole entry, looked up): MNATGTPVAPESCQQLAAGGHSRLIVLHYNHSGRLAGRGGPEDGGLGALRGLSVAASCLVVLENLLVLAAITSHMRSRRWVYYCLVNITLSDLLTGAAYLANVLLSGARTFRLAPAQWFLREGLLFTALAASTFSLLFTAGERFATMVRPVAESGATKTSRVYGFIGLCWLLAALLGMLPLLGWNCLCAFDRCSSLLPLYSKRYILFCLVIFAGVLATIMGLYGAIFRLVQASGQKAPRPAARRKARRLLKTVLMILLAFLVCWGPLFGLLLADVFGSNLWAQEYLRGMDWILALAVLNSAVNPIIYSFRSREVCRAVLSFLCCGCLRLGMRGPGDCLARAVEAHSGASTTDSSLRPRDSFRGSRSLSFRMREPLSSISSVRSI
# S1P4 antag = S1P4 receptor antagonists, primary screen, cell-based. S1P4-expressing cells, antagonist mode, reporter read-out. inhibition, % at 4.98 µM. hit rate 0.26% among 220,000. AID 1510, 2009; in the data active means inhibition above about 29%;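 further: 0% = wells stimulated with agonist and 100% = vehicle wells without agonist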
# Mdm2 ligase inh = MDM2-luciferase reporter signal enhancers, primary screen, MDM2 E3 ligase inhibitor project, cell-based, luminescence, 1536-well | cell-based MDM2 ubiquitination luciferase reporter, 2 h; 0 = plate control, 100 = twice control, blank-subtracted | signal enhancement, % at 5 µM | hit rate 0.11% among 210,000 | E3 ubiquitin-protein ligase Mdm2 (Homo sapiens), Q00987;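 active means signal enhancement of 30% or more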;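 further: luminescence tracks abundance of the self-degrading MDM2-luciferase fusion protein; higher signal means inhibition of MDM2 E3 ligase activity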
#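 Assay system: stable mammalian line carrying autodegrading MDM2–luciferase fusion reporter; amount: 2000 cells seeded into each well; buffer or medium: DMEM; benchmarks: plate control and blank wells; signal: luciferase luminescence; timing: 2 h compound exposure at 37 °C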
# NPY-Y2 PAM-ag = NPY-Y2 potentiators or agonists, primary screen, cell-based. Neuropeptide Y receptor type 2 (Homo sapiens), P49146. cells expressing NPY-Y2, potentiator/agonist read-out. activation, % at 3.6 µM. hit rate 0.45% among 220,000. AID 1359, 2008; in the data active means activation above about 27%;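 further: cells stimulated with NPY near EC25 plus isoproterenol at EC100; 0% = vehicle plus submaximal agonist and 100% = vehicle plus saturating agonist; some results beyond the cut were filed as inactive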
# Wee1 stabilizer = Wee1 degradation inhibitors, primary screen, cell-based, HeLa, Wee1K328M-luciferase, luminescence. Wee1-like protein kinase (Homo sapiens), P30291. HeLa Luc-Wee1K328M stability; 100% = proteasome inhibitor MG132 effect. AID 1321, 2008. reporter increase, % at 5 µM. hit rate 1.2% among 220,000;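 active means activation above the mean of all tested compounds plus 3 SD, set per screening run, cut at about 8.8% in these data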;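 further: cells exposed to compound for 20 h before luminescence read; 0% = DMSO alone and 100% = MG132 at 30 µM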
# Target sequence (P30291 whole entry K328M): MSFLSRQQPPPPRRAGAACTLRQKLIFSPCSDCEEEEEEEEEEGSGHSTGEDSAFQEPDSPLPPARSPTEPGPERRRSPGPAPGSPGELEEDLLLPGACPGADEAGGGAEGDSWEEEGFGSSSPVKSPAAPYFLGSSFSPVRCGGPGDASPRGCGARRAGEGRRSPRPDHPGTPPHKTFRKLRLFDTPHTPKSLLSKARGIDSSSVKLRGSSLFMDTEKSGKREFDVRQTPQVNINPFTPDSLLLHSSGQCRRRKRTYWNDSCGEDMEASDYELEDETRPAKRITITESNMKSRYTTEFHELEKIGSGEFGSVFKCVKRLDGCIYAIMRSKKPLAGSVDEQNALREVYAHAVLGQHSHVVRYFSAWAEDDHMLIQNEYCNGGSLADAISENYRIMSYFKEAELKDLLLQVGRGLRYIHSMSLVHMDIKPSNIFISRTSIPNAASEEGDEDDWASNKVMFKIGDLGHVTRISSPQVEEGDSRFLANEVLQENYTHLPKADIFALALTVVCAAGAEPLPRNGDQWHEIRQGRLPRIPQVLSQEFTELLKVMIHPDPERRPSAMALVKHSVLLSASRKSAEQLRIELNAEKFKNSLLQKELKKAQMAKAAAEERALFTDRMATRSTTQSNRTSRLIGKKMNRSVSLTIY
# Starred values were filed as active, the others as inactive; . = not tested or not shown; & = joins results of further samples; [ ] = another dose, or the depositor's remark.
SMILES,Ba/F3 V617F tox,eIF4E-4G inh,PERK inh,BaF3 parental,S1P4 agonist,S1P4 antag,Mdm2 ligase inh,NPY-Y2 PAM-ag,Wee1 stabilizer
COc1ccc(NC(=O)COC(=O)/C=C/c2cnc3ccccc3n2)cc1,-2,6,0.5,4,0.8,-1,-1,-3,0
COc1cc(NC(=O)C(=O)N2CCN(C)CC2)c(OC)cc1Cl,-3,-3,0.0,-1,-0.4,2,14,1,4
CC(C)NCC1CCc2cc(CO)c([N+](=O)[O-])cc2N1 (centres undefined),0,2,0.9,0,-1.5,-2,-8,14,2
O=C(Nc1ccc([N+](=O)[O-])c(NC(=O)C2CCCO2)c1)C1CCCO1 (centres undefined),-1,17[fluorescence artefact?],0.0,4,2.5,-16,7,5,-1
CCN(CC)S(=O)(=O)c1ccc(N2CCCCC2)c(C(=O)Nc2ccccc2N2CCOCC2)c1,-6,-1[fluorescence artefact?],-0.2,0,-1.1,-8,-17,-2,-1
COC(CNC(=O)Cn1ncc2ccsc2c1=O)OC,-3,5,0.3,-1,1.4,-6,-9,-8,1
c1cncc(C2OCC3(CO2)COC(c2cccnc2)OC3)c1 (centres undefined),1,2,0.3,3,-0.7,0,-10,7,0
COc1cccc(/C=N/N2CCN(C3c4ccccc4-c4ccccc43)CC2)c1O,-2,1,-0.1,-1,-0.1,8,-6,-18,0
CNNC(=S)Nc1ccc(Cl)cc1,0,1,-0.9,3,1.2,-7,-7,7,-1
Cc1c(NS(=O)(=O)c2ccc(S(=O)(=O)c3ccccc3)s2)c(=O)n(-c2ccccc2)n1C,-7,6,-0.1,-2,1.5,-4,-5,3,-1
C[C@H](NC(N)=O)C(=O)OCC(=O)Nc1ccc(OC(F)F)cc1,0,0,0.8,7,1.5,-11,-8,2,7
COC(=O)c1cccc(NC(=O)CCc2ccccc2)c1,-3,17,1.0,7,-0.4,-2,5,-5,9.4*
COc1ccc(CNC(=O)C2CC(c3ccc(F)cc3)=NO2)cc1 (centres undefined),-5,2,0.4,1,-0.5,-19,-5,-7,6
Cn1c(=O)c2c(nc(Oc3ccc(-c4ccccc4)cc3)n2C)n(C)c1=O,-5,-13,0.5,0,2.7,-8,.,8,-1
O=C(CSc1nc(-c2ccc(Cl)cc2)cs1)Nc1cccc([N+](=O)[O-])c1,0,-1,1.2,-1,-2.9,-8,-10,3,1
N#CCC(=O)N/N=C/c1cn(Cc2ccc(Cl)cc2Cl)c2ccccc12,6,1,-0.1,-1,1.0,-1,-16,-15,-4
COc1cc(SC)ccc1C(=O)Nc1ccccc1,0,-2,-0.3,3,2.5,0,-6,7,1
C/C(=C/C(=O)O)C(=O)Nc1cccc(C(F)(F)F)c1,5,3,0.8,1,-0.7,-11,-6,-2,6
Cc1cc(Nc2ccccc2)n(-c2ccc(Br)cc2)n1,-2,-6,0.4,4,-4.5,10,-18,-2,6
NC(=O)c1cccc(S(=O)(=O)N2CC(c3ccccc3)CC2=O)c1 (centres undefined),-3,-1,-0.6,2,-3.0,-4,7,-8,-1
CCCCCCn1c(N)c(C#N)c2ccc([N+](=O)[O-])cc2c1=O,-1,1,0.2,7,1.3,-2,-5,-8,1
CC(=O)Nc1ccc(Cl)cc1C(=O)O,2,.,0.3,2,2.3,-2,-7,-5,-1
COc1ccc(S(=O)(=O)Nc2ccc(O)c3ccccc23)cc1,-2,3,1.1,3,-1.8,-3,3,16,1
COc1ccc(NC(=O)CCN2CCCCC2)cc1,0,4,0.8,4,1.6,-7,-6,14,2
FC(F)(F)c1ccc(-c2noc(CN3CCCN(C4CCCCC4)CC3)n2)cc1,5,6,-0.1,12,1.4,-4,-13,-22,1
# Carrying on:
SMILES,Ba/F3 V617F tox,eIF4E-4G inh,PERK inh,BaF3 parental,S1P4 agonist,S1P4 antag,Mdm2 ligase inh,NPY-Y2 PAM-ag,Wee1 stabilizer
CNc1nc2sc3c(c2c(=O)n1C)CC(C)(C)SC3,2,-4,0.0,5,5.3,-15,-3,9,1
CCN(CC)S(=O)(=O)c1ccc(NC(=O)CC(NC(C)=O)c2ccccc2)cc1 (centres undefined),-3,-22,-0.3,6,1.0,-9,0,-5,-1
CCOC(=O)c1ccc(NC(=O)NC(C)C2CCCO2)cc1 (centres undefined),4,2,0.5,10,2.5,-1,-8,-8,0
CCOc1ccccc1CNC(=O)c1cc2oc3ccccc3c2n1CC,-4,2[fluorescence artefact?],0.2,2,-2.0,8,-6,-19,0
CCOC(=O)C(NCCc1ccccc1)(NC(=O)CC)C(F)(F)F (centres undefined),-3,20[fluorescence artefact?],1.3,3,1.3,-11,1,11,-2
Cc1ccc2oc(-c3cccc(NC(=S)NC(=O)c4cccs4)c3)nc2c1,3,7,0.7,10,1.2,-6,-15,-7,2
Cc1ncc([N+](=O)[O-])n1CCO,4&-4,-1&1,0.3&0.2,6&-6,1.6&0.5,-9&2,.,10&3,1&-1
CC(C)CC1=C/C(=C/c2ccc(-c3ccccc3)o2)C(=O)O1,-2,8[fluorescence artefact?],0.2,1,3.2,14,1,1,-1
O=C(NNc1nc(-c2ccc(Br)cc2)cs1)c1ccco1,2,1,1.1,7,0.9,-12,3,15,2
O=C(Nc1ccc(Cl)cc1)C1CCN(C(=O)NC2CCCCC2)CC1,-5,-1,0.2,3,-0.3,-7,-2,3,-3
Cc1ccc(CN(C(=O)c2cc3ccccc3oc2=O)C2CCS(=O)(=O)C2)cc1 (centres undefined),-4,1,-0.2,4,-1.2,-15,-2,12,2
Cc1cc(C)cc(OC(=O)CS(=O)c2ccc(C(F)(F)F)cc2[N+](=O)[O-])c1 (centres undefined),1,3,-0.3,3,-1.1,26,.,-19,4
COC(=O)c1ccc(CNC(=O)c2ccc(COc3ccccc3)cc2)cc1,2,7,-0.7,4,1.1,-3,-9,5,6
C=CCNC(=O)c1sccc1Oc1ccc(F)cc1[N+](=O)[O-],3,1,1.4,9,2.0,-7,7,6,-1
N=c1sccn1CC(=O)Nc1cc(Cl)ccc1Oc1ccccc1,-3,-1,-1.1,0,0.6,-7,-9,-2,6
O=C(Nc1ccc(OC(F)F)cc1)Nc1cccc(C(F)(F)F)c1,0,-7,0.2,2,0.2,10,-16,16,-1
Cc1cc(Cl)c(OCCCn2cncn2)c(Br)c1,-3,2,1.0,4,-1.1,-9,5,11,0
C=CCn1c(SCCCc2ccccc2)nc2c1c(=O)[nH]c(=O)n2C,-3,4,-0.5,4,0.4,-20,-8,-13,1
Cc1cc(C)c(NC(=O)COC(=O)CCc2ccc(S(=O)(=O)N3CCCCC3)cc2)c(C)c1,0,1[fluorescence artefact?],1.4,4,-2.2,-10,-13,1,0
CCC1Sc2ccccc2N(CC(=O)NCCC2=CCCCC2)C1=O (centres undefined),-1,10,-0.3,7,2.9,-7,-1,-10,0
Cc1ccccc1C(=O)N1CCC(C(N)=O)CC1,4,-3[fluorescence artefact?],0.2,5,-2.6,-9,-2,6,0
O=C(COC(=O)c1ccccc1SCC(=O)NC1CCCCC1)NC1CCCCC1,-3,-24,0.1,3,0.4,1,-25,-2,11*
COC(=O)c1ccc(OC)c(CSc2nnc(COc3ccc(Cl)cc3)o2)c1,1,11,-0.5,5,1.4,-21,-3,-4,-1
COc1ccc(S(=O)(=O)ON=C2CC(C)(C)N(C(C)=O)C(C)(C)C2)cc1,1,-1,0.4,13,1.9,-2,-4,-6,-2
CC(=O)Nc1ccc(S(=O)(=O)NCCc2csc(C)n2)cc1,5,4,-1.0,4,1.6,-11,3,-5,-2
# Next records:
SMILES,Ba/F3 V617F tox,eIF4E-4G inh,PERK inh,BaF3 parental,S1P4 agonist,S1P4 antag,Mdm2 ligase inh,NPY-Y2 PAM-ag,Wee1 stabilizer
O=C(/C=C/c1ccc(OCc2ccccc2)c(OCc2ccccc2)c1)c1cccnc1,0,-8,0.4,6,-0.4,-7,-11,-6,1
CCn1cc(C(=O)OCC(=O)c2cc(C)n(-c3ccccc3F)c2C)c(=O)c2ccc(C)nc21,-2,0[fluorescence artefact?],-0.2,6,0.2,-15,8,-16,0
COc1cc([N+](=O)[O-])cc(/C=N/NC(=O)C(C)Nc2cccc3ccccc23)c1O (centres undefined),6,6,0.3,11,-0.9,-2,-20,25,-1
COc1ccc(C(=O)c2coc3ccc(O)c(CN4CCCCC4)c23)cc1,-1,2,-0.5,1,-0.4,2,-9,-34,-4
O=C1c2ccccc2C(=O)N1c1nc(-c2cccs2)cs1,-4,0,1.3,1,-1.4,-1,-19,18,0
Brc1ccccc1OCCCCn1cnc2ccccc21,4,1,0.3,10,2.4,10,-28,12,6
Cc1onc(-c2ccccc2)c1C(=O)N1CCN(C)CC1,-1,6,0.2,3,-0.3,-9,-36,1,17*
Cc1noc(C)c1S(=O)(=O)N(C)CC(=O)Nc1ccc(F)cc1,-2,-1,0.1,4,0.0,-10,-10,7,-2
COc1ccc(C(=O)C2CCCN(Cc3cccn3-c3nccs3)C2)cc1F (centres undefined),-3,-2,-0.6,-1,0.1,-3,-1,-3,-1
NS(=O)(=O)c1cccc(NS(=O)(=O)c2ccc(/C=C/C(=O)OCC(=O)c3ccc(Br)cc3)cc2)c1,-4,-5,1.7,4,-0.7,16,.,-4,1
Cc1csc(NC(=O)CCNC(=O)c2ccccc2Cl)n1,-1,1,1.9,6,0.7,-11,2,0,3
CC(=O)OCC1OC(n2ccc3ccccc32)C(OC(C)=O)C(OC(C)=O)C1OC(C)=O (centres undefined),-2,0,0.7,2,-1.1,-13,-9,-3,2
Cc1ccc2[nH]c(=O)c(CN(Cc3nnnn3Cc3ccccc3)C3CCCC3)cc2c1,7,-6,0.5,4,1.9,5,19,-15,-3
COc1ccc([N+](=O)[O-])cc1NC(=O)Cc1c(Cl)cccc1Cl,-3,2,0.5,0,-1.8,-6,-12,6,3
CCOc1ccccc1-c1nc(C(N)=O)c2[nH]c(=O)n(-c3ccc(F)cc3)c2n1,-1,0,-0.4,5,-0.9,-12,-20,-1,0
O=C(O)CCCCCNS(=O)(=O)/C=C/c1ccccc1,-1,2,0.7,3,0.0,-16,0,4,0
Cn1c(C(=O)N2CCc3ccccc3C2)cc2c(=O)n3ccccc3nc21,-3,.,-1.0,1,1.9,5,-8,-1,0
COCCNc1nnc(SCC(=O)NNC(=O)c2ccccc2)s1,-5,-1,0.3,-1,0.0,1,-8,-5,-4
COc1ccc(CCNC(=O)c2cc(-c3cc(Cl)ccc3O)n[nH]2)cc1OC,0,-3,-1.1,0,-0.2,-10,-4,9,-3
CN1CCOCCOCCN(C)C1=O,-4,3,0.7,2,3.6,-25,-15,-2,-2

# Bioassay records deposited in PubChem BioAssay by several laboratories.
